ADAM17 inh – ADAM17 inhibitors, primary screen, biochemical, QFRET | AID 720648, 2013 | Disintegrin and metalloproteinase domain-containing protein 17 (Homo sapiens), P78536 | recombinant ADAM17, EDANS/DABCYL FRET peptide cleavage | inhibition, % at 6.95 µM | 370,000 compounds, 0.83% hits;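 active means inhibition above the mean of compounds lying between control limits plus 3 SD, set per campaign, cut at about 8.5% in these data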;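 further: 0% = DMSO-only wells as the low control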
Tn6 DDE FP – inhibitors of Tn6 peptide binding to fibrin DD(E), primary screen, biochemical, fluorescence polarization, human fibrin, Tn6 probe; Fibrin DD(E) TRITC-Tn6 fluorescence polarization displacement; inhibition, % at 8.3 µM; 370,000 compounds, 0.21% hits; AID 720509, 2013;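 active means inhibition above a per-campaign cutoff: mean of compounds within control limits plus 3 SD, cut at about 15% in these data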;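 further: 0% = median of all compound wells on the plate and 100% = blocking peptide control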
proKLK7 act – proKLK7 zymogen activators, primary screen, biochemical, fluorescence intensity; 370,000 compounds, 0.9% hits; activation, % at 7 µM; purified proKLK7, EDANS-DABCYL substrate fluorescence; 100% is mature enzyme control, 0% vehicle;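 active means activation above the mean of all tested compounds plus 3 SD, computed per campaign excluding outliers beyond control limits, cut at about 13% in these data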
ARFGAP1 inh – inhibitors of rat ARFGAP1 GAP activity, primary screen, biochemical, fluorescence polarization, GDP tracer; inhibition, % at 16.5 µM; 360,000 compounds, 0.26% hits; Arfgap1-stimulated ARF1 GTP hydrolysis, GDP FP detection;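 active means inhibition above a per-plate limit, mean inhibition of low control wells plus 3 SD, cut at about 25% in these data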;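 further: 0% = DMSO wells with enzyme and 100% = wells lacking Arfgap1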
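System: truncated rat Arfgap1 GAP domain / Benchmarks: high control wells lacking Arfgap1, low control full reaction with DMSO / Times: compound-enzyme preincubation 20 min, reaction 120 min, detection 60 min, 25 °C / Repeats: one replicate per compound / Also added: human ARF1(Δ1-17)-GTP substrate / Measured by: Tracer-displacement fluorescence polarization with EDTA stop, 620/688 nm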
LEDGF integ inh – blockers of LEDGF/p75-dependent integrase strand transfer – biochemical, TR-FRET, high throughput, primary screen. HIV-1 integrase (with human LEDGF/p75). TR-FRET IN-LEDGF/p75 DNA integration, Eu/Cy5. inhibition, % at 3.7 µM. 370,000 compounds, 0.64% hits. AID 743269, 2014;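 active means inhibition above the screen-wide mean plus 3 SD, cut at about 13% in these data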;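 further: signal is the Cy5 over europium emission ratio at 671 and 618 nm; 0% = plate median of compound wells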
ASAP1 GAP inh – inhibitors of human ASAP1 ArfGAP activity, primary screen, biochemical, fluorescence polarization. Arf-GAP with SH3 domain, ANK repeat and PH domain-containing protein 1 (Homo sapiens), …. ASAP1-stimulated ARF1 GTP hydrolysis, GDP FP detection. inhibition, % at 16.5 µM. 360,000 compounds, 0.19% hits. AID 624377, 2012; in the data active means inhibition above about 25%;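 further: 0% = vehicle with enzyme and substrate and 100% = no enzyme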
TDP2 inh – human TDP2 enzyme inhibitors, primary screen, biochemical, epi absorbance, recombinant enzyme | Tyrosyl-DNA phosphodiesterase 2 (Homo sapiens), O95551 | T5PNP hydrolysis, p-nitrophenol absorbance 415 nm | inhibition, % at 12.8 µM | 370,000 compounds, 0.34% hits | AID 720702, 2013;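 active means inhibition above the mean of all tested compounds plus 3 SD, set per campaign, cut at about 25% in these data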;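 further: 0% = DMSO with enzyme and 100% = buffer with substrate but no TDP2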
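Material: recombinant human TDP2; quantity: TDP2 enzyme at 120 nM final; medium: Tris-HCl pH 7.5 with MgCl2; compound: single concentration, 12.8 µM nominal, with 1% DMSO; incubation: 2 h enzyme incubation at 37 °C; signal: epi absorbance; measure: percent inhibition; benchmarks: high control without enzyme, low control DMSO plus TDP2; repeats: singlicate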
PLCg1 inh – PLC-gamma1 enzyme inhibitors, primary screen, biochemical, fluorescence, purified enzyme | fluorogenic substrate | inhibition, % at 12.2 µM | 370,000 compounds, 0.84% hits | 1-phosphatidylinositol 4,5-bisphosphate phosphodiesterase gamma-1 (Homo sapiens), P19174; in the data active means inhibition above about 9.5%
Target sequence (P19174 whole entry, looked up): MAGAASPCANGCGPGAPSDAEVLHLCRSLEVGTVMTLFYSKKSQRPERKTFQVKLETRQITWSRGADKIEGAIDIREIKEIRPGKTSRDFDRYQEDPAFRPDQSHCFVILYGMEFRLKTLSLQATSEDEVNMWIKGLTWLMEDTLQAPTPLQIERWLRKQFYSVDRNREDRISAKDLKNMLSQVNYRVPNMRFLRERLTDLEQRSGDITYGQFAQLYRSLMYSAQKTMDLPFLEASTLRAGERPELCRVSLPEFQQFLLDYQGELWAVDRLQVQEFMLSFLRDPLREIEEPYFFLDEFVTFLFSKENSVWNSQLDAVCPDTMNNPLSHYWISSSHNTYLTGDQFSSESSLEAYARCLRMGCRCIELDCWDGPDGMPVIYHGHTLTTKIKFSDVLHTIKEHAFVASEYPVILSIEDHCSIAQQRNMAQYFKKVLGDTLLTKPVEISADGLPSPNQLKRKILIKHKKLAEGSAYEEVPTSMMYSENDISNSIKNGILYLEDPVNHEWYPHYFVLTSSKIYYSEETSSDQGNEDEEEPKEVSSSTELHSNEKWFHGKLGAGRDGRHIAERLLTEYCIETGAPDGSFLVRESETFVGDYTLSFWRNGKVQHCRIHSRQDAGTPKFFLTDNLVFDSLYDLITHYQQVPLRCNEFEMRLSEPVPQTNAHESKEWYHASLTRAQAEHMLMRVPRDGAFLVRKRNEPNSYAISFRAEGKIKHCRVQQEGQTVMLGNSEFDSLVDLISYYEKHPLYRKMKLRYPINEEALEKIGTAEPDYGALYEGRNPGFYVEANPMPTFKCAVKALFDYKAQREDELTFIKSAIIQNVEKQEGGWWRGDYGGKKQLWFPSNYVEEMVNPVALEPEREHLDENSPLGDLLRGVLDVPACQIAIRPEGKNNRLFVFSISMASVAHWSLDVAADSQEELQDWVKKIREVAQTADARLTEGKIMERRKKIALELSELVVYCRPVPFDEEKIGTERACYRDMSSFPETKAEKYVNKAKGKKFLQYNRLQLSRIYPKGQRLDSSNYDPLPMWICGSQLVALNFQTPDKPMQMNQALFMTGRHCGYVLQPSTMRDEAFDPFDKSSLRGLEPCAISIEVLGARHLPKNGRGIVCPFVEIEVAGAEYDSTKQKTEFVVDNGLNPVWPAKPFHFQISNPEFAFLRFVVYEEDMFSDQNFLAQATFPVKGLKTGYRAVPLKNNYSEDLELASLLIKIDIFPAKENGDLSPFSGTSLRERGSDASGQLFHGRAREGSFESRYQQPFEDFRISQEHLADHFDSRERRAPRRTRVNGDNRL
Tn7 DDE FP – inhibitors of Tn7 peptide binding to fibrin DD(E), primary screen, biochemical, fluorescence polarization, human fibrin, Tn7 probe; Fibrinogen beta chain (Homo sapiens), P02675; inhibition, % at 8.3 µM; 370,000 compounds, 0.13% hits; AID 720508, 2013; FP displacement of FITC-Tn7 peptide from fibrin DD(E); 0% = median of compound wells per plate;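 active means inhibition above the mean of compounds falling within the control limits plus 3 SD of them, cut at about 14% in these data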;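 further: 0% = plate median of compound wells and 100% = 10 µM Aha-Tn7 peptide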
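assay system = human clot-derived fibrin DD(E) complex | quantity = Fibrin-DD(E) at 2 µM final | timing = 10 min preincubation, 3 h with tracer, room temperature | signal = fluorescence polarization | measure = percent inhibition | benchmarks = high control wells with 10 µM unlabelled Aha-Tn7 peptide (full inhibition) | replicates = singlicate testing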
ADAM10 inh – human ADAM10 inhibitors, primary screen, biochemical, QFRET, HTS; Disintegrin and metalloproteinase domain-containing protein 10 (Homo sapiens), O14672; recombinant ADAM10, EDANS/DABCYL FRET peptide cleavage, 3 h; inhibition, % at 7 µM; 370,000 compounds, 0.62% hits;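 active means inhibition above a per-campaign cutoff equal to the mean of compounds falling between control-based bounds plus 3 SD, cut at about 20% in these data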;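 further: 0% = DMSO wells while the 100% control is not disclosed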
* marks the source's active call; other numbers are inactive results; . = not tested or not shown.

Fields – Tn6 DDE FP, ARFGAP1 inh, ASAP1 GAP inh, ADAM10 inh, TDP2 inh, Tn7 DDE FP, ADAM17 inh, proKLK7 act, PLCg1 inh, LEDGF integ inh
- CCOC(=O)CSc1nnc(-c2cccs2)n1-c1ccccc1
 : 2, -1, -7, 2, -4, -2, 2, 0.5, 3, 0
- Cn1c(N)c(Br)c(-c2ccc(F)cc2)c(C#N)c1=O
 : -2, 7, 3, -5, 1, -2, -5, 0.4, 0, -3
- CCCc1nnc(NC(=O)CCC(=O)NCc2ccccc2OC)s1
 : -4, 5, 3, 3, 2, 1, -2, 0.4, 3, 3
- CCc1ccc(N2C(=O)C3C4C=CC(CC4)C3C2=O)cc1 (stereo unspecified)
 : 3, -1, -1, -2, -3, -8, -2, -0.1, 0, 3
- CCC(=O)Nc1sc2c(c1C#N)CC(C)(C)NC2(C)C
 : 3, 8, 1, 0, 8, -4, -11, 0.5, 1, 2
- COc1cc(S(=O)(=O)N(Cc2ccccn2)Cc2ccccc2Cl)ccc1-n1cnnn1
 : 3, -10, -5, 0, -4, 2, -4, 0.1, -1, -1
- O=C(COC(=O)c1cc(=O)[nH]c(=O)[nH]1)Nc1cccc(S(=O)(=O)N2CCCCC2)c1
 : -2, 0, -7, 7, -2, 5, 0, -0.4, 7, 2
- COc1ccc2c(c1)C(NC(C)=O)C(=O)N2C (stereo unspecified)
 : 0, -1, 3, -17, 4, 9, -6, -0.6, -2, 1
- COC(=O)c1sccc1S(=O)(=O)N1CCCC(N(C)CCc2ccccn2)C1 (stereo unspecified)
 : -6, 13, -10, 4, -4, 0, 1, 0.1, 3, 2
- COc1ccccc1OC(=O)C1CC(=O)N(c2ccc(Cl)cc2)C1 (stereo unspecified)
 : 2, 4, -6, -3, -7, 0, 0, 0.7, 5, -7
- O=C(c1ccccc1)c1ccc(CN2C(=O)c3ccccc3C2=O)o1
 : 1, -4, -4, -9, -9, 4, -5, -1.6, 2, 4
- COc1ccc(-c2nc(-c3ccccc3)c(-c3cc([N+](=O)[O-])ccc3C)[nH]2)cc1O
 : 2, 0, 13, 31*, -8, 2, 8, 0.1, 0, -2
- CCOC(=O)c1ccc(S(=O)(=O)N2CCN(C3CC(=O)N(c4ccccc4C(F)(F)F)C3=O)CC2)cc1 (stereo unspecified)
 : 3, -9, 0, -5, 0, 4, 1, 0.3, 1, 2
- O=C(O)C1CCCN(S(=O)(=O)c2ccc3c(c2)OCCO3)C1 (stereo unspecified)
 : 1, -11, -4, 1, -2, -3, 0, 0.1, -2, -1
- Cc1ccc(C(c2nnnn2Cc2cccs2)N2CCN(Cc3ccc4c(c3)OCO4)CC2)cc1 (stereo unspecified)
 : -4, 1, 11, -1, -2, -1, -1, 0.1, -1, 1
- CC(C)n1cc(CN2CCC(C(=O)Nc3cccc(-c4cscn4)c3)CC2)cn1
 : -8, -2, -6, -9, 8, 2, -3, -0.2, 0, 2
- C=CCn1c(O)c(N=O)c2ccccc21
 : 1, 14, 3, 0, -12, -6, -4, 1.2, -7, 2
- O=C(CSc1nc(-c2ccccc2Cl)ns1)c1ccc(Cl)cc1
 : -5, 0, 5, 3, 4, 6, 1, 0.6, 2, 2
- CC1=CC2(O)OCCN(CCO)C2=CC1=O (stereo unspecified)
 : -1, 0, -9, -9, 32*, -1, -2, 0.8, -2, 31*
- CC(OC(=O)Cc1ccc(F)cc1)C(=O)N1CCc2ccccc21 (stereo unspecified)
 : -2, -4, 1, -7, 0, -6, -1, 0.3, -2, 2
- C=CCn1c(SC(C)C(=O)NC2(C#N)CCCCC2)nnc1-c1ccc(OC)cc1 (stereo unspecified)
 : -9, 15, -7, -2, -15, 1, -3, 0.3, -1, -1
- O=C(NCc1cccc(C(F)(F)F)c1)c1ccc[nH]1
 : -4, 1, 4, -1, 2, -1, -2, -0.3, 3, -1
- CCCOc1ccccc1OCC(=O)Nc1ccc(S(=O)(=O)N2CCCC2)cc1
 : -4, -1, 12, -14, -4, 6, 2, 0.2, 2, 3
- Cc1nn(C)cc1S(=O)(=O)Nc1cccc(Cl)c1
 : -2, 8, -1, -14, -3, -3, -2, 0.0, 3, -5
- Cn1cnnc1SCc1ccc(C(=O)N=Nc2c(O)n(C)c3ccccc23)cc1
 : 0, 8, 5, 0, -8, -5, 1, 0.5, 5, 1
- O=C(c1ccc2c(c1)OCO2)N1CCN(S(=O)(=O)c2ccc(Br)cc2Cl)CC1
 : -2, -9, 5, -3, 0, 9, 2, 0.5, 3, -1
- Cn1c2ccccc2c2ccc3c(c21)C(=O)C=CC3=O
 : 2, 6, 15, -49, -4, 0, -12, 0.5, -44, 3
- COC(=O)Cc1ccc(NC(=O)c2ccc(C(C)(C)C)cc2)cc1
 : 1, -2, 3, 8, -8, 0, 5, 0.0, -5, 7
- Cc1ccc(C2CC(=O)Oc3cc(C)c(Br)c(C)c32)cc1 (stereo unspecified)
 : -9, -5, -3, 6, 7, 5, 1, 0.6, -1, 7
- CCN(CC)C(=O)Cn1c(=O)n(-c2ccccc2)c(=O)c2sccc21
 : -3, -6, 2, 9, 3, 5, -1, -0.1, 7, 4

7 compounds out of the list, ordered by SMILES length, ascending:
Fields – Tn6 DDE FP, ARFGAP1 inh, ASAP1 GAP inh, ADAM10 inh, TDP2 inh, Tn7 DDE FP, ADAM17 inh, proKLK7 act, PLCg1 inh, LEDGF integ inh
- Cc1nn(C)cc1S(=O)(=O)Nc1cccc(Cl)c1
 : -2, 8, -1, -14, -3, -3, -2, 0.0, 3, -5
- O=C(NCc1cccc(C(F)(F)F)c1)c1ccc[nH]1
 : -4, 1, 4, -1, 2, -1, -2, -0.3, 3, -1
- CCOC(=O)CSc1nnc(-c2cccs2)n1-c1ccccc1
 : 2, -1, -7, 2, -4, -2, 2, 0.5, 3, 0
- COc1ccccc1OC(=O)C1CC(=O)N(c2ccc(Cl)cc2)C1 (stereo unspecified)
 : 2, 4, -6, -3, -7, 0, 0, 0.7, 5, -7
- CCN(CC)C(=O)Cn1c(=O)n(-c2ccccc2)c(=O)c2sccc21
 : -3, -6, 2, 9, 3, 5, -1, -0.1, 7, 4
- CCCOc1ccccc1OCC(=O)Nc1ccc(S(=O)(=O)N2CCCC2)cc1
 : -4, -1, 12, -14, -4, 6, 2, 0.2, 2, 3
- CC(C)n1cc(CN2CCC(C(=O)Nc3cccc(-c4cscn4)c3)CC2)cn1
 : -8, -2, -6, -9, 8, 2, -3, -0.2, 0, 2

Following part:
Fields – Tn6 DDE FP, ARFGAP1 inh, ASAP1 GAP inh, ADAM10 inh, TDP2 inh, Tn7 DDE FP, ADAM17 inh, proKLK7 act, PLCg1 inh, LEDGF integ inh
- O=C(c1cccc(C(F)(F)F)c1)C1CCCN(Cc2ccc(OCCO)cc2)C1 (stereo unspecified)
 : 1, 11, 10, -5, -6, -2, -1, -0.3, 0, -4
- CCCCNC(=S)Nc1ccc(F)cc1
 : 4, 11, -6, -3, -4, 8, -4, -0.1, 0, -5
- COc1cccc(CC(=O)n2nc(N)c3cc4ccc(OC)cc4nc32)c1
 : -2, -8, -1, -44, -6, 9, -9, -0.9, -90, 8
- Cc1cc([N+](=O)[O-])nn1Cc1ccc(F)cc1
 : 0, -7, -4, 4, -10, 1, 0, 0.7, -5, 9
- Fc1ccc(N2CCN(C3=Nc4ccccc4Sc4ccccc43)CC2)cc1
 : 2, ., ., -8, -6, -11, 4, 0.4, 3, -2
- CCOc1ccc2c(c1)[nH]c(=S)n2C
 : 0, 3, -4, -3, 13, -5, -5, -0.2, 1, -1
- CCn1nnc2c(=O)oc3ccccc3c21
 : 0, -7, -8, -5, 7, -9, -3, -0.2, 3, -2
- COCCOc1cc(NCc2ccccc2)c2ncn(C(C)C)c2c1
 : 3, -3, -4, 3, 22, 3, -6, 0.1, -11, 3
- O=c1[nH]cnc2sc3c(c12)CCN(Cc1ccccc1)C3
 : -3, -1, -10, -447, 9, -3, -137, 12, -168, 0
- O=C(C[C@H]1C/C=C\CC[C@H](Cc2ccc(F)cc2)C(=O)OCCNC1=O)NCCO
 : -3, 15, 15, 6, -3, -5, 2, 0.0, 3, 1
- CC(=O)c1ccc(OCC(=O)c2ccc(-c3ccccc3)cc2)cc1
 : 5, -8, 5, 2, 9, 4, 0, -0.5, -1, 0
- CN1C(C)(C)CCCC1(C)C
 : 5, 2, -20, 6, 2, 6, -1, -0.1, 0, 1

Rows were taken by chance; any-hit rate near 4.2%.
